mcGAS inh: blocks mouse cGAS activity | 0.15% of 160,000 active | AID 1259399 | recombinant cGAS, Kinase-Glo ATP depletion luminescence | inhibition, % at 12.5 µM;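 note: 0% = negative control wells and 100% = reference inhibitor with no enzyme activity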
hcGAS lum: inhibitors of human cGAS | Q8N884 | recombinant h-cGAS, ATP depletion, Kinase-Glo luminescence | inhibition, % at 12.5 µM | 0.081% of 290,000 active;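 note: 0% = vehicle reaction and 100% = reaction without DNA for no activity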
Target sequence (Q8N884 whole entry, looked up): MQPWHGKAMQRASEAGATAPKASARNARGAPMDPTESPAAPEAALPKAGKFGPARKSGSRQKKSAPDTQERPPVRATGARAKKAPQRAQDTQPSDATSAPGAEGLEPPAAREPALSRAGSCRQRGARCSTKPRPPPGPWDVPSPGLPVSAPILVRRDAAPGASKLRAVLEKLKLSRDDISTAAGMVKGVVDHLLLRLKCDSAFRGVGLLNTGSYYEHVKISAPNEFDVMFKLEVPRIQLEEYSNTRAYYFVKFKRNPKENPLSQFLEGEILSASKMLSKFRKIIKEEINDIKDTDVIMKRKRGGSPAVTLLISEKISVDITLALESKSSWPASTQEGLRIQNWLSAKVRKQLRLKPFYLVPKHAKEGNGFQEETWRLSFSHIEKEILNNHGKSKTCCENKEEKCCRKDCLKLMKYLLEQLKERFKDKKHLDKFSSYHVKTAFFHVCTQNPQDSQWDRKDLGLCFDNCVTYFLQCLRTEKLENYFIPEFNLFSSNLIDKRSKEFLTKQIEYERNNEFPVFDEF
NPYLR7 agonist: mosquito NPYLR7 agonism | HEK293T NPYLR7/Galpha15, GCaMP6s calcium fluorescence | activation, % at 10 µM | 0.15% of 270,000 active | AID 1259423; in the data active = activation above about 40%;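 note: 0% = vehicle and 100% = reference agonist at the receptor; some compounds past the cut are filed as inactive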
* = called active by the depositor; / = no result given; & = joins results of further samples. Cut-off read from the data, not from the text of the source, unless noted: active = inhibition above about 40%; inactive = the rest.

The opening 3 entries as a preview:
SMILES	mcGAS inh	hcGAS lum	NPYLR7 agonist
N#CC1(NC(=O)c2ccc3c(c2)CCCC3)CCOCC1	/	-6	6
CC(c1ccccc1)N(C)C(=O)c1ccc(NC(=O)C2CC2)s1 (stereo not drawn)	/	-7&-3	0&2
C1=C(N2CCCC2)CCCC1=NNc1ccccc1	/	-9	5

All compounds of this part, previewed entries included:
SMILES	mcGAS inh	hcGAS lum	NPYLR7 agonist
N#CC1(NC(=O)c2ccc3c(c2)CCCC3)CCOCC1	/	-6	6
CC(c1ccccc1)N(C)C(=O)c1ccc(NC(=O)C2CC2)s1 (stereo not drawn)	/	-7&-3	0&2
C1=C(N2CCCC2)CCCC1=NNc1ccccc1	/	-9	5
COc1cc(C(=O)OC2CCCCC2=O)cc(OC)c1C (stereo not drawn)	/	-12	0
CNS(=O)(=O)c1ccc(C(=O)N2CCCCC2c2ccc(C)cc2)o1 (stereo not drawn)	/	-8	-14
O=C(NCC1CCCO1)C1CC(=O)N(C2CCCC2)C1 (stereo not drawn)	/	5	9
Cc1cc(C)n(-c2nc3c(c(=O)n2CC(=O)Nc2ccc(F)cc2F)CCC3)n1	-7	-4	/
COc1ccc(N2CCN(c3ncnc4c3cnn4CCNC(=O)CC(C)C)CC2)cc1	-1	-6	-4
CCc1c(C)nc(-n2nc(C)cc2C)n(CC(=O)Nc2cccc(C)c2C)c1=O	-8	-4	2
O=C(NS(=O)(=O)N1CCc2sccc2C1)c1ccoc1	/	-4	-3
Cc1cc(C)c(NC(=O)CN2CCN(CC(=O)NC3CC3)CC2)c(Cl)c1	/	-5	9
O=C(CCc1cccc(Cl)c1)NC1CCCN(CCc2ccccc2)C1 (stereo not drawn)	/	-3	8
O=c1c2cnc3nc(C(F)(F)F)nn3c2ccn1-c1cccc(Cl)c1	/	-4	0
Cc1ccc(NC(=O)CSc2nccn3nc(-c4cccc5ccccc45)cc23)cc1	0	-2	-1
CN(C(=O)Cn1nnnc1CN1CCOCC1)C1CCCc2ccccc21 (stereo not drawn)	/	-11	-1
Cc1cc(NC(=O)Cn2cnc3c(nnn3-c3cccc(F)c3)c2=O)no1	-8	-9	-6
O=C(c1cccc(OC2CCN(Cc3ccc(F)cc3Cl)CC2)c1)N1CCCC1	/	-4	14
Cn1c(C(=O)NCC2CCS(=O)(=O)C2)cc(Cl)c1Cl (stereo not drawn)	/	-4	5
Cc1ccccc1C(=O)N1CCC2(CC1)OCc1cc(-c3cccc(F)c3)ccc1O2	-3	-4	-2
CCNC(=O)N1CCN(C(=O)Cc2cccc(Cl)c2)CC1	/	-16	5
COc1cccnc1-c1c(C)cc(C)cc1C	-9	-2	5
O=C1CC(c2nc(COc3ccc(Cl)cc3Cl)no2)CCN1 (stereo not drawn)	/	-6	2
C[C@@H]1[C@H]2C[C@@H](C[C@H]1NC(=O)C1CC=CCC1C(=O)N1CCN(c3ccccn3)CC1)C2(C)C (stereo partly drawn)	/	-4	-12
Cc1c(Cl)cccc1-n1ccnc1SC(C)C(=O)N1CCNC1=O (stereo not drawn)	-11	-5	1
CC(C)Cn1c(CC2(CC(=O)N3[C@@H]4CC[C@H]3CNC4)CCCC2)nc2cccnc21	-4	-10	/
CN(c1ccccc1)S(=O)(=O)c1ccccc1	-1	1	40
CCc1cnc(C)nc1N1CCN(c2ncccc2C)CC1	-1	-4	0
O=C(c1ccncc1)N1Cc2cnn(Cc3ccc(F)cc3)c2C1	/	-8	2
O=C(Nc1ccc2[nH]cc(CCN3CCCC3)c2c1)c1ccc(N=Nc2ccccc2)cc1	-8	-7	1
Cc1nnc(SCC(=O)N2CCCC(Nc3ccc(C(C)C)cc3)C2)s1 (stereo not drawn)	/	-9&4	7&5
COc1ccc(-c2nc(OC)nn2-c2ccc(NC(=O)c3ccc([N+](=O)[O-])cc3)cc2)cc1	-4	0	10
O=c1c2ccccc2nnn1CSc1cccc[n+]1[O-]	/	4	5
O=C(CCBr)N1CCN(C(=O)CCBr)CC1	/	3	-23
c1ccn2c(Sc3nc(CN4CCOCC4)nc4sc5c(c34)CCC5)nnc2c1	/	-4	0
CC(=O)C(C)n1c(CN2CCN(c3cccc(Cl)c3)CC2)nc2c1c(=O)n(C)c(=O)n2C (stereo not drawn)	-6	-3	2
CNC(=O)[C@@H]1C[C@H](n2cc(CN(C)C(=O)c3ccc4ccccc4c3)nn2)CN1	/	-11	8
CCCc1cc(=O)[nH]c2nnc(SCC(=O)OC)n12	-9	-5	-12
CCOC(=O)N1CCN(C(=O)Cc2nnc(-c3cccc(Br)c3)o2)CC1	/	-2	-8
COc1cc(-c2nccnc2OC)cc(OC)c1OC	-14	0	6
Cc1cccc(NC(=O)CSc2ncc(S(=O)(=O)c3ccc(C)cc3C)c(=O)[nH]2)c1	-5	-1	0
CN(C)S(=O)(=O)c1ccc2oc(SCCOc3ccc(Cl)cc3Cl)nc2c1	/	10	-7
COc1ccc(CCN(C)C2CCCN(S(=O)(=O)c3ccccc3)C2)cc1OC (stereo not drawn)	-9	-8	4
O=C1COCc2cc(-c3cccc(O)c3)ccc2N1CC1CC1	/	-8	12
Cc1cc(C(=O)NC(C)c2ccccc2)nc2cc(C(C)(C)C)nn12 (stereo not drawn)	-7	-7	15
CCOC(=O)C1=C(C)N=c2sc(=CC=Cc3ccco3)c(=O)n2C1c1ccccc1 (stereo not drawn)	-8	-6	-6
C/C=C\COC1CCCN(C(=O)COc2ccc(Cl)cc2)C1 (stereo not drawn)	-4	0	-4
Nc1nc(N)nc(CSc2nc(-c3ccc(Br)cc3)nc3ccccc23)n1	-6	-2	10
O=c1[nH]c2cc3c(cc2nc1N1CCOCC1)OCCO3	/	-11	3
O=C(NCCn1nc(-c2cccnc2)ccc1=O)NC1CCCCC1	/	-2	-6
CNc1cncc(-c2ccc(OC)c(OC)c2)n1	/	-14	4
CN(Cc1ccc2nonc2c1)c1nccc(CCC(F)(F)F)n1	/	0	9
CN1CCN(c2onc(-c3ccc(F)cc3)c2CN(Cc2ccccc2)C(=S)Nc2ccc(F)cc2)CC1	-4	0	-3
CC(=O)Nc1ccc(SCc2ccc(C(=O)N3C4CCC3CC(Oc3ccccc3C(C)C)C4)cc2)cc1 (stereo not drawn)	-6	-11	-2
COc1cccc(-c2nc3ccccn3c2NC(=O)C(Cl)c2ccccc2)c1 (stereo not drawn)	-3	-3	-10
Cc1nn(-c2cccc(F)c2)c(C(C)C)c1C(=O)NC1CC1	-9	-2	/
Cc1ccc(S(=O)(=O)N2CCSC2)cc1C	/	-3	6
Cc1ccc(C(=O)N=c2sccn2Cc2ccc(C(=O)NC(C)c3ccccc3)cc2)cc1 (stereo not drawn)	/	-8	6
N#CC(=Cc1ccco1)c1ccccn1	/	-11	-2
COC(=O)CCC(=O)N(Cc1nc2cc(C)ccc2o1)C(C)C	-5	-9	1
CCc1ccc(N2C(=O)C3N=NN(Cc4ccccc4)C3C2=O)cc1 (stereo not drawn)	1	3	1

Further structures
SMILES	mcGAS inh	hcGAS lum	NPYLR7 agonist
Cc1ccccc1-c1nc(CN2CCCC(c3cc(=O)[nH]cn3)C2)c(C)o1 (stereo not drawn)	-10	-4	-3
COc1ccccc1N1C(=O)NC(=O)/C(=C/c2ccco2)C1=O	16	2	0
Cc1ccc(S(=O)(=O)NC(C)c2ccccc2NS(C)(=O)=O)c(Br)c1 (stereo not drawn)	-13	-6	9
O=C(NC(C(=O)N1CCCC1)C1CCN(C(=O)c2ccc(Cl)cc2)CC1)c1ccc2c(c1)OCO2 (stereo not drawn)	-6	-4	4
CN(C)CCN(Cc1nccn1Cc1ccccc1C(F)(F)F)C(=O)c1ccc(F)cc1	-4	-10	19
CCNS(=O)(=O)c1cccc(C(=O)N2CCCc3c(NS(C)(=O)=O)cccc32)c1	/	3	-1
COC(=O)c1cc(CN(C)C(C)c2nc(C)sc2C)cs1 (stereo not drawn)	-17	-4	-1
N#CC(C(=O)C1CC1c1ccccc1Br)c1ccccn1 (stereo not drawn)	-11	-5	9
CCOc1ccc(-n2c(=O)[nH]c3c(C(N)=O)nc(-c4cccc(OC)c4O)nc32)cc1	-4	-1	-8
Cn1cccc1C=NN1CCN(c2ccccc2)CC1	/	-7	2
CCC1=NOC(CNCC(=O)N2CCCc3cc(C)ccc32)C1 (stereo not drawn)	/	-5	3
Cc1cc(OCC2CN(C(=O)Cc3ccc4c(c3)OCO4)CCO2)ccc1Cl (stereo not drawn)	-5	-6	-5
O=C(C1CCCN(C2CCN(Cc3ccncc3)CC2)C1)N1CCCNCC1 (stereo not drawn)	-13	-3	/
CCc1nc2ccc(C(=O)NCCCn3ccnc3)cn2c1N(C)C(=O)Cc1ccccc1	-2	-2	2
COc1cccc(OC)c1-c1ccc(-n2cncc2C(=O)NC/C=C(\C)CCC=C(C)C)cc1	-5	0	8
CC(C)NC(=O)C1CCN(C2CCN(C(=O)CCC(=O)c3ccc(F)cc3)CC2)CC1	/	-3&-2	0&11
CNC(=O)CC(C)N(C)Cc1cc2c(cc1OC)CCC2 (stereo not drawn)	-11	-6	5
CCOC(=O)N1CCC(N2CCCC(C(=O)c3ccc(Cl)cc3C)C2)CC1 (stereo not drawn)	/	-2	11
CCC(C)NC(=O)C(C)NC(=O)Nc1ccc(OC(C)C)cc1F (stereo not drawn)	/	-3	9
CC(C)c1ccc(NC(=O)c2ccc(S(C)(=O)=O)o2)c(C(C)C)c1	/	9	0
Brc1ccc(NC2=NCCCCCC2)cc1	/	-6	21
COc1cc(NC(=O)CN(C)c2ccc(F)cc2)cc(OC)c1	/	-4	23
CC(C)c1nnsc1CNC(=O)C(C)(C)NC(=O)c1cccs1	/	0	8
CCCCN(CC(=O)N(CCc1ccc(OC)c(OC)c1)Cc1cccs1)C(=O)c1ccccc1C	-2	3	-6
CCOC(=O)c1ccc2c(c1)nc(SCc1ccccc1OC)n2Cc1ccccn1	2	5	10
C=CCN(Cc1nccn1Cc1ccc(C(F)(F)F)cc1)C(=O)c1ccco1	-5	-5	34
O=C(Nc1ccc2c(c1)CCC2)C1CCN(C(=O)c2ccco2)CC1	/	-5	-1
Cc1nc2c(c(N(C)C)n1)CCN(C(=O)c1cccc3[nH]c(C)nc13)C2	-12	-4	4
NC(=O)CSc1ccccc1NC(=O)C1=Cc2cc(Cl)ccc2OC1	/	-6	-8
Cc1ccccc1C(OC(=O)c1ccc(S(=O)(=O)N(C)C)cc1)C(F)(F)F (stereo not drawn)	/	-11	17

Part of the list above, field by field.
CCCCN(CC(=O)N(CCc1ccc(OC)c(OC)c1)Cc1cccs1)C(=O)c1ccccc1C
  mcGAS inh: -2; hcGAS lum: 3; NPYLR7 agonist: -6

CCOC(=O)c1ccc2c(c1)nc(SCc1ccccc1OC)n2Cc1ccccn1
  mcGAS inh: 2; hcGAS lum: 5; NPYLR7 agonist: 10

C=CCN(Cc1nccn1Cc1ccc(C(F)(F)F)cc1)C(=O)c1ccco1
  mcGAS inh: -5; hcGAS lum: -5; NPYLR7 agonist: 34

Record cards (already shown).
Record of C=CCN(Cc1nccn1Cc1ccc(C(F)(F)F)cc1)C(=O)c1ccco1 = mcGAS inh: -5; hcGAS lum: -5; NPYLR7 agonist: 34
Record of CC(C)c1ccc(NC(=O)c2ccc(S(C)(=O)=O)o2)c(C(C)C)c1 = mcGAS inh: /; hcGAS lum: 9; NPYLR7 agonist: 0

Additional compounds
SMILES	mcGAS inh	hcGAS lum	NPYLR7 agonist
CCc1noc(CN(C)S(=O)(=O)c2c(C)nn(C(C)C)c2C)n1	/	-2	9
COc1ccccc1N1CCC(NC(=O)c2c(F)cccc2Cl)C1 (stereo not drawn)	/	-5	-21
Oc1ccccc1/C=N\Nc1cc(N2CCOCC2)nc(N2CCOCC2)n1	-4	-5	-8
CCOC(=O)c1c(NC(=O)c2ccc(Cl)c([N+](=O)[O-])c2)sc(C(=O)Nc2ccccc2F)c1C	/	0	-5
CCOC(=O)c1sc(=S)n(C)c1N	/	9	-2
CCCCNC(=O)N1CCN(c2cc(Cl)nc(SCC(=O)N3CC4(C)CC3CC(C)(C)C4)n2)CC1C (stereo not drawn)	-6	-8	3
COCCC1(N(C)C)CCN(C(=O)CC2CCCCC2)CC1	-6	-17	/
CCOC(=O)C1CCCN(C(c2ccc(OCC)c(OC)c2)C2Sc3nc(C)nn3C2=O)C1 (stereo not drawn)	-8	-11	-1
Cc1nc(-c2ccc(NC(=O)c3ccnc(NC4CC4)c3)cc2)oc1C	0	1	-2
CC1CCc2c(sc3ncnc(N4CCN(C)CC4)c23)C1 (stereo not drawn)	-3	-10	1
CCOC(=O)c1csc(N(C(=O)c2cc(C)oc2C)C2CC2)n1	/	1	1
CC(NC(=O)C1CSCN1C(=O)C(C)(C)C)c1cccs1 (stereo not drawn)	/	-6	-19
CCC(=O)Nc1ccc(SCc2cc(C)ccc2C)nn1	/	3	10
Cc1cccc(C2CC(=O)Nc3c2c(C)nn3-c2ccc3nnc(C)n3n2)c1 (stereo not drawn)	/	5	-15
COc1ccc(N2CCN(C(c3ccco3)C3Sc4nc(-c5ccco5)nn4C3=O)CC2)cc1 (stereo not drawn)	-1	-1	-1
CCCc1cn(C2CCN(S(=O)(=O)c3cccs3)CC2)nn1	-8	-5	1
CCc1ccc([C@H]2N[C@@](CC(C)C)(C(=O)OC)[C@H]3C(=O)N(C)C(=O)[C@@H]23)nc1	/	-9	8
Cc1c(C(=O)NCc2ccc([N+](=O)[O-])cc2)sc(=O)n1Cc1ccc(S(=O)(=O)N(C)C)cc1	/	-6	16
COCCNc1nc2c(c(=O)[nH]c(=O)n2C)n1Cc1ccccc1Cl	/	-4	-3

Bioassay records from PubChem.
